Compound activity as filed in PubChem.
COUP-TFII inh = inhibitors of human COUP-TFII (NR2F2); P24468; 370,000 compounds, 0.7% hits; HEK293T NGFI-A luciferase reporter, luminescence; AID 686940; inhibition, % at 8.6 µM;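 active = inhibition above a per-plate cutoff, mean inhibition of test wells between control levels plus 3 SD, cut at about 38% in these data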;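 note: cells cotransfected with COUP-TFII expression vector driving the NGFI-A reporter; 0% = median of COUP-TF2 test wells and 100% = reporter-only cells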
Target sequence (P24468 whole entry, looked up): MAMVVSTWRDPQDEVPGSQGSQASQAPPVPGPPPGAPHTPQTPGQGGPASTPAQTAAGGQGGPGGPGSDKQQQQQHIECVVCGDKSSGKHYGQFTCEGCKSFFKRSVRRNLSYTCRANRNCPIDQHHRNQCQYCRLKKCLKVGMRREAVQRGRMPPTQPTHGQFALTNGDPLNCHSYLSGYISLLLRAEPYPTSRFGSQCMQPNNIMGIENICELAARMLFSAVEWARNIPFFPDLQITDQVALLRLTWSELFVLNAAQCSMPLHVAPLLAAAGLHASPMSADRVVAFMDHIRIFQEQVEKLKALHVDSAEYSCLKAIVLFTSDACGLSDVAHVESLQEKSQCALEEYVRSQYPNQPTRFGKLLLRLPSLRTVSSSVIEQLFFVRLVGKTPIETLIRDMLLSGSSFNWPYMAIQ
TROY NFkB inh = inhibitors of TROY-dependent NF-kB signaling | Q293 LMP1-TROYcd NF-kB luciferase reporter, 4 h | inhibition, % at 10 µM | 360,000 compounds, 0.98% hits;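 active = compounds whose plate-normalised and pattern-corrected inhibition of the luciferase reporter signal at the single screening dose is 50% or more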
KKLEB cytotox = CF airway cell cytotoxicity counter-screen; KKLEB CF airway cells viability, ATPlite luminescence, overnight; active compounds read low; cells stimulated with P. aeruginosa culture filtrate; AID 602141; 360,000 compounds, 0.36% hits; activity change (cytotoxicity), % at 5 µM;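 active = corrected activity change at or below -50% at 5 µM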
SRC1 inh = human NCOA1 inhibition | 360,000 compounds, 0.12% hits | HEK293 GAL4-SRC1 luciferase reporter, luminescence | AID 588354 | Q15788 | inhibition, % at 3.6 µM;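 active = inhibition above the campaign mean plus 3 SD, with each screening campaign given its own cutoff, cut at about 60% in these data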;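 note: 0% = DMSO treated cells and 100% = gossypol at 36 µM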
NCOA2 inhibitor = human SRC2 (NCOA2) inhibition | Q15596 | HEK293 GAL4-SRC2 luciferase reporter, luminescence | inhibition, % at 9 µM | 370,000 compounds, 0.17% hits | AID 651957;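 active = inhibition above the mean inhibition of all tested compounds plus 3 SD, set per campaign, cut at about 52% in these data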;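 note: 0% = DMSO treated cells and 100% = cells given Gossypol at 36 µM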
CF NFkB block = cystic fibrosis NF-kB activation inhibition. KKLEB NF-kB-GFP reporter, PAF-induced, GFP fluorescence overnight. inhibition, % at 5 µM. 360,000 compounds, 0.86% hits;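 active = at least 50% inhibition at 5 µM, scaled per plate between neutral and stimulator controls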;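 note: PAF is a Pseudomonas aeruginosa culture filtrate used as stimulus; plate controls were PAF-stimulated DMSO wells for no effect and unstimulated DMSO wells for full effect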
TRAIL sens C8 = caspase-8 TRAIL sensitization. NB7+C8 cells + TRAIL, ATPlite viability luminescence. inhibition (viability loss, TRAIL sensitization), % at 10 µM. 360,000 compounds, 1% hits;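 active = compounds causing at least 50% loss of cell viability in the single-dose screen, relative to plate controls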
LMP1 NFkB inh = inhibitors of Epstein-Barr LMP1-induced NF-kappaB reporter | LMP1-induced NF-kappaB luciferase reporter cells, luminescence | 350,000 compounds, 0.69% hits | inhibition, % at 12.5 µM | AID 504558; in the data active = inhibition above about 41%;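 note: 0% = neutral control wells and 100% = reference inhibitor control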
TWEAK-Fn14 inh = inhibitors of TWEAK-Fn14 interaction signaling; TWEAK-stimulated Fn14 reporter cells, luciferase luminescence, 8 h; inhibition, % at 10 µM; 360,000 compounds, 2% hits; in the data active = inhibition above about 50%
SRC3 inh = inhibitors of human steroid receptor coactivator 3 (SRC3); Q9Y6Q9; HEK293 GAL4-SRC3 luciferase reporter, luminescence; inhibition, % at 3.6 µM; 360,000 compounds, 0.17% hits; AID 588352;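 active = inhibition above a per-campaign cutoff, the mean of all compounds plus 3 SD, cut at about 60% in these data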;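 note: 0% = DMSO-treated cells and 100% = gossypol-treated cells at 36 µM; higher means less SRC3-driven luciferase light from the GAL4 reporter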
LRH-1 inv ag = NR5A2 inverse agonism in reporter assay; O00482; HEK293T StAR-luciferase reporter, LRH-1 transfected, 24 h; inhibition, % at 3.6 µM; 360,000 compounds, 0.13% hits;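 active = inhibition above the mean inhibition of all tested compounds plus 3 SD, cut at about 73% in these data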;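 note: 0% = DMSO wells and 100% = reporter-only cells lacking LRH-1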
Starred values were filed as active, the others as inactive; . = not tested or not shown.

Values run as follows: CF NFkB block	LMP1 NFkB inh	KKLEB cytotox	SRC3 inh	TROY NFkB inh	SRC1 inh	TRAIL sens C8	COUP-TFII inh	LRH-1 inv ag	NCOA2 inhibitor	TWEAK-Fn14 inh
> COC(CNC(=O)c1cn(C)c2ccc(S(=O)(=O)N3CCOCC3)cc2c1=O)OC
  14	-2	-3	1	11	7	0	-4	22	21	-8
> Cc1cc(NS(=O)(=O)c2ccc(NC(=O)c3ccccc3F)cc2)no1
  -18	1	-2	-7	-1	8	8	2	-10	-16	1
> OC1CCN(c2ncnc3nc[nH]c23)CC1
  -28	-2	-2	21	0	-1	-9	11	-16	18	-14
> COc1ccc(/C=N/OC(=O)Nc2ccccc2OC)cc1
  15	-4	-15	-75	-70	-126	52*	-27	-121	-61	5
> CCc1nnc(NC(=O)c2ccc(S(=O)(=O)N(C)Cc3ccccc3)cc2)o1
  -12	10	0	5	3	22	14	-1	-2	17	25
> COc1cccc(-c2cnc(C(O)c3ccc(F)cc3)[nH]2)c1 (stereo unspecified)
  -13	.	8	-49	9	-35	-5	-40	-46	-65	10
> C/C(=N\NC(=O)COc1ccc(C(C)(C)C)cc1)c1ccc(N2CCOCC2)cc1
  1	-8	-6	2	-14	1	11	-18	-1	-29	-31
> C=CCN(Cc1nc(-c2ccccc2)no1)C(=O)c1ccoc1C
  3	-1	-4	-2	-5	2	-6	-6	-9	-4	8
> COc1ccc(/C=N/NC(=O)c2ccn[nH]2)cc1CN1CCOCC1
  14	-6	-14	-14	-32	-16	-1	-7	-51	-24	-16
> COc1cccc(CNC(=O)C2=C(C)C(=O)OC23CCC(C)CC3)c1 (stereo unspecified)
  11	9	-4	-6	20	-1	-3	-3	0	-12	-14
> CCn1c(SCC(=O)N2CCN(c3ccccc3F)CC2)nnc1-c1ccoc1C
  6	7	-3	3	-13	5	15	34	8	9	-3
> CC(Sc1ncn[nH]1)C(=O)Nc1ccc(Cl)cn1 (stereo unspecified)
  -5	-1	12	-3	3	-6	3	10	-2	9	16
> COc1ccc(-c2cc(C3CC3)nc3sc(C#N)c(N)c23)cc1
  11	-7	-15	12	16	-5	2	18	35	-10	4
> S=C(Nc1ccccc1)N1CCn2c1nc1ccccc12
  -15	-10	14	-11	-16	-3	-11	-22	5	-9	-13
> Cc1cc(N2CCOCC2)nc2ccc(NC(=O)C3CCC(C)CC3)cc12 (stereo unspecified)
  -4	-18	-2	4	-12	10	8	7	-23	-8	-30
> COC(=O)c1cccc(S(=O)(=O)N(Cc2ccco2)Cc2cc3cc(OC)c(OC)cc3[nH]c2=O)c1
  0	1	-4	6	-14	-22	-4	-4	-46	-26	9
> CCOC(=O)c1cc(C#N)c(SC)nc1C
  -3	5	-1	14	10	15	4	1	3	7	9
> C=CCn1c(CNc2ccc(C)cc2)nnc1SCC(=O)N/N=C/c1ccc(O)cc1
  -15	-13	10	-4	-20	-13	-11	13	7	-18	-11
> O=C(OCCCCN1C(=O)c2ccccc2C1=O)c1ccc(S(=O)(=O)N2CCCC2)cc1
  -3	3	7	-8	-10	0	-9	-11	-5	-27	1
> COC(=O)[C@]1(Cc2ccccc2)N[C@H](CN(C)C(C)=O)[C@@H]2C(=O)N(C)C(=O)[C@@H]21
  6	-1	-1	-8	-11	1	-5	-7	-22	-5	8

More compounds
Values run as follows: CF NFkB block	LMP1 NFkB inh	KKLEB cytotox	SRC3 inh	TROY NFkB inh	SRC1 inh	TRAIL sens C8	COUP-TFII inh	LRH-1 inv ag	NCOA2 inhibitor	TWEAK-Fn14 inh
> CC(=O)c1c(N2CCN(c3ccc(F)cc3)CC2)nc(=S)n(Cc2ccccc2)c1C
  7	0	5	15	2	6	21	7	-2	5	17
> CCC(C)NC(=O)C1CCN(C(=O)COc2ccc3c4c(c(=O)oc3c2C)CCCC4)CC1 (stereo unspecified)
  9	1	-26	11	-18	-4	1	6	-16	-31	9
> Nc1ncc(Br)cc1Br
  16	0	8	12	4	5	-5	-12	7	13	32
> CCCc1cc(=O)oc2cc(OCC(=O)Nc3ccc(CN4CCOCC4)cc3)c(Cl)cc12
  -89	-22	0	-1	-3	-11	-10	4	-2	-1	-29
> O=C(NC1CCCC1)c1cc(=O)[nH]c2ccccc12
  4	-3	6	12	4	-34	-4	23	-3	-8	4
> O=C(Nc1ccc(F)cc1)c1ccccc1NC(=O)C1CC=CCC1C(=O)O (stereo unspecified)
  -18	-3	18	-22	-47	-10	-6	-20	-22	-26	-13
> COc1cccc(OC)c1C(=O)NC(C)CCc1ccccc1 (stereo unspecified)
  -2	3	-1	3	-7	-6	-17	1	10	-4	5
> CC1=C(C(=O)Nc2ccccc2)C(c2cccc([N+](=O)[O-])c2)Nc2nc3ccccc3n21 (stereo unspecified)
  4	-25	-15	3	-1	-13	0	-7	-5	-6	17
> Oc1ccc(Cc2ccc(Cl)cc2)c(O)c1
  15	7	-23	-6	-33	-22	0	3	0	0	-1
> CCOc1cc(C(=O)Nc2cc(C)ccc2C)ccc1OCC(=O)N1CCCCC1
  -13	8	12	22	5	10	0	7	18	-9	12
> NCCN=C1NS(=O)(=O)c2ccccc21
  -12	-19	6	7	-12	6	-37	11	9	-27	-5
> Cc1cc(C)n(-c2nc3ccccc3nc2Nc2ccc3[nH]c(=O)[nH]c3c2)n1
  7	1	-34	-10	-8	4	-5	-15	-30	7	14
> O=c1ccc(S(=O)(=O)N2CCCC2)c[nH]1
  -32	-2	8	6	-2	-5	-7	-27	-6	-23	8
> FC(F)(F)c1cccc(CC2CN(Cc3ccccc3)Cc3ccccc3N2c2cc(Cl)cc(Cl)c2)c1 (stereo unspecified)
  -7	-5	-7	0	35	-16	60*	9	-13	20	91*
> CCOC(=O)c1[nH]c(C)c(C(=O)OCC(=O)NCc2ccc(OC)c(OC)c2)c1C
  -2	-3	-10	1	10	0	-5	14	-5	5	-4
> CC1(C(=O)NCc2ccc(Cl)c(Cl)c2)Oc2ccccc2NC1=O (stereo unspecified)
  7	11	1	12	3	-1	-3	-3	6	11	-3
> CCCn1c(N)c(C(=O)CN(C)CC(=O)Nc2c(C)cc(C)cc2C)c(=O)[nH]c1=O
  -1	8	2	15	-3	-20	1	-3	5	-1	-15
> C/C=C(\C)CN1CCN(c2ccccc2F)CC1
  0	-3	1	-18	3	3	-4	5	-24	-8	15
> CCCCC1=CC2=C(c3ccco3)C(=O)C(C)(OC(=O)c3ccc(OC)cc3)C(=O)C2=CN1CC(C)C (stereo unspecified)
  -2	1	10	5	-8	-12	-1	5	-19	-11	1
> Cc1ccc(S(=O)(=O)NN=CC2(c3ccccc3)CC2)cc1
  -6	-14	6	-11	-15	9	-5	2	-22	-11	27

The list goes on.
Values run as follows: CF NFkB block	LMP1 NFkB inh	KKLEB cytotox	SRC3 inh	TROY NFkB inh	SRC1 inh	TRAIL sens C8	COUP-TFII inh	LRH-1 inv ag	NCOA2 inhibitor	TWEAK-Fn14 inh
> C=CCN(C(=O)CCC(=O)Nc1cc(C)on1)C(C(=O)NC1CCCC1)c1ccc(CC)cc1 (stereo unspecified)
  11	1	-4	-13	-1	0	10	3	-7	22	1
> CN(/N=C/c1cc(Cl)cc(Cl)c1O)c1c(Cl)cccc1[N+](=O)[O-]
  15	-5	1	19	-32	9	8	-13	-9	1	3
> N#C/C(=C/c1ccc(Br)s1)C(=O)NCCc1c[nH]c2ccccc12
  17	-10	-13	12	22	-9	9	1	16	16	28
> CC(CSc1nc2ccccc2s1)Cn1c(N2CCCC2)nc2c1c(=O)[nH]c(=O)n2C (stereo unspecified)
  16	0	0	0	21	-19	0	0	8	-19	-9
> O=c1c2cc(NC(=S)NC3CCN(Cc4ccccc4)CC3)ccc2nc2n1CCCCC2
  14	-7	-6	6	0	7	-2	13	-18	7	-13

Of the compounds above, five contain an aryl thioether with sulfur outside any ring:
Values run as follows: CF NFkB block	LMP1 NFkB inh	KKLEB cytotox	SRC3 inh	TROY NFkB inh	SRC1 inh	TRAIL sens C8	COUP-TFII inh	LRH-1 inv ag	NCOA2 inhibitor	TWEAK-Fn14 inh
> CCn1c(SCC(=O)N2CCN(c3ccccc3F)CC2)nnc1-c1ccoc1C
  6	7	-3	3	-13	5	15	34	8	9	-3
> CC(Sc1ncn[nH]1)C(=O)Nc1ccc(Cl)cn1 (stereo unspecified)
  -5	-1	12	-3	3	-6	3	10	-2	9	16
> CCOC(=O)c1cc(C#N)c(SC)nc1C
  -3	5	-1	14	10	15	4	1	3	7	9
> C=CCn1c(CNc2ccc(C)cc2)nnc1SCC(=O)N/N=C/c1ccc(O)cc1
  -15	-13	10	-4	-20	-13	-11	13	7	-18	-11
> CC(CSc1nc2ccccc2s1)Cn1c(N2CCCC2)nc2c1c(=O)[nH]c(=O)n2C (stereo unspecified)
  16	0	0	0	21	-19	0	0	8	-19	-9
